NSD2 inh: NSD2 histone methyltransferase inhibitors, primary screen, biochemical, AlphaScreen, single concentration, set 2; 310,000 compounds, 0.54% hits; inhibition, % at 12.5 µM; NSD2 peptide methylation, 120 min; Histone-lysine N-methyltransferase NSD2 (Homo sapiens), O96028; in the data active = inhibition above about 50%
Starred values were filed as active, the others as inactive. Some of the compounds tested; count on the stated rates, not on these rows.

SMILES	NSD2 inh
Cc1cc(C)cc(C(O)c2ncc(-c3ccccc3)[nH]2)c1 (stereo unspecified)	1.3
CNc1cnc(-c2ccsc2)cn1	5.5
Cn1nccc1-c1coc2c(C(=O)NCC3CCOCC3)cccc12	1.4
CC(=O)NCCNC(=O)C1Cc2c(-c3ccccc3)ccnc2O1 (stereo unspecified)	-0.6
c1ccc(-c2nc(NCC3CC3)nc3ccsc23)cc1	0.3
CC(C)(C)c1ccc(CC(=O)N2CCC2(C)C(=O)NCc2cccc3ccccc23)cc1 (stereo unspecified)	-0.9
COc1ccc(CC(N)c2csc(Nc3cc(NCc4ccco4)ncn3)n2)cc1 (stereo unspecified)	0.8
Cc1nn(-c2ccccc2)c2sc(C(=O)NC3CCCCCC3)cc12	6.5
Cc1nn(-c2ccccc2)c(Cl)c1C(=O)N(C)c1nc(-c2ccc(F)cc2)cs1	1.4
COc1ccc(Cl)c(-c2cc(C(=O)Nc3ccc(F)cc3)[nH]n2)c1	-3.3
O=C(C1CCC1)N1CCc2cc(S(=O)(=O)C3CCN(Cc4ccc(F)cc4)CC3)ccc21	-1.2
Cc1cccc(S(=O)(=O)NC(=O)C2(C)CCN2C(=O)C2(c3ccc(Cl)cc3)CC2)c1 (stereo unspecified)	2.5
COc1ccc(CN(CCN2CCOCC2)C(=O)c2cc(F)ccc2C)cc1OC	-4.9
O=C(Nc1cccnc1Cl)c1cccc(F)c1	-4.1
CCCS(=O)(=O)NC(=O)C1(C)CCCN(C(=O)c2ccco2)C1 (stereo unspecified)	-3.9
CCc1nc2c(OCCOc3ccc(F)cc3)cccn2c1N(C)C(=O)c1ccc(OC)cc1	0.6
CN(Cc1ccccc1)C(=O)C1(C)CCN1C(=O)Cc1ccc(Cl)cc1Cl (stereo unspecified)	1.9
CN(C)c1cccc(CNC(=O)c2ccc3sc([C@H]4C[C@H](O)[C@@H](CO)O4)nc3c2)c1	5.7
CCc1nc2c(OCCn3cccc3)cccn2c1N(C)C(=O)CC(C)C	1.7
CC(=O)c1cccc(-c2cnc3c(NC=O)cc(-c4ccc(N(C)C)cc4)cn23)c1	-0.5
CCOC(=O)C1(Cc2ccccc2)CCN(Cc2ccc(C)cc2)CC1	0.9
COc1ccc(-n2c(SCC(=O)Nc3ccc(Oc4ccccc4)cc3)nnc2-c2ccccc2)cc1	-0.2
O=C(CSc1nnc(-c2ccc(Cl)cc2)n1-c1ccccc1)Nc1ccc2c(c1)OCCO2	-3.2
CC(C)Oc1ccc(F)cc1-c1cc(C(=O)NCc2ccc(F)cc2)[nH]n1	-32.2
CCCN(CCC)c1nc2ccccc2nc1C(C#N)C(=O)OC(C)COC (stereo unspecified)	3.0
CC(=O)N1CCCN(C(=O)CN2C(=O)CC(C)(C)S(=O)(=O)c3ccccc32)CC1	-2.6
COc1ccc(NC(=O)c2cccc(NC(=O)c3ccco3)c2)cc1	2.1
O=C(CCn1nnc(-c2cccs2)n1)NCc1cccs1	-3.6
CC(C)=C(C)c1cc2nc(NCCCN(C)C)n(C)c(=O)c2s1	5.6
Cc1ccc(-c2nnc(SCC(=O)Nc3ccc4c(c3)OCCO4)n2-c2ccc(Cl)cc2)cc1	0.7
CC(C)NC(=O)C1Cc2c(-c3ccccc3Oc3ccccc3)ccnc2O1 (stereo unspecified)	-0.1
Cc1ccc(NC(=O)C2(C)CCN2C2Cc3ccccc3C2)cc1 (stereo unspecified)	-5.1
COc1ccc(CCC(=O)Nc2cc(Cl)ccc2N2CCN(C)CC2)cc1	3.3
CC(=O)Nc1ccc(-c2ccnc3c2CC(C(=O)NCC2CC2)O3)cc1 (stereo unspecified)	0.6
COC(=O)c1cc2c(c3c4cc(C)ccc4n(S(=O)(=O)c4cccc(C)c4)c13)C(=O)N(Cc1ccccc1OC)C2	-3.1
c1ccc(-c2ccc(C3=Nn4c(nnc4-c4ccncc4)SC3)cc2)cc1	13.5
COc1ccc(-n2c(SCC(=O)NCCCSC)nnc2-c2ccncc2)cc1	3.4
CCOC(=O)C1(C)CCN1C(=O)CSc1ccccc1 (stereo unspecified)	-3.2
O=C(CSc1nnc(SCc2cccc3ccccc23)s1)Nc1ccc(Oc2ccccc2)cc1	-7.2
CCNC(=O)C1(C)CCN(C(=O)c2cc(C)oc2C)C1 (stereo unspecified)	-0.4
CC(=O)NCCNc1nc2cc(-c3ccc(Cl)cc3C)sc2c(=O)n1C	1.1
CC(C)CNC(=O)CC1Oc2ccccc2NC1=O (stereo unspecified)	-1.7
Cn1c(=O)c2cc(NC(=S)NC3CCCCC3)ccc2n1C/C=C/c1ccccc1	-1.6
Cc1ccc(NC(=O)CN2CCN(c3nc(-c4ccccc4)cs3)CC2)cc1C	0.1
CCc1nc2c(OCCOc3ccc(F)cc3)cccn2c1N(C)C(=O)c1ccc(C)cc1	0.0
NC1(N2SC(S)=C3CCCC=C32)CCCCC1	14.9
O=C(NCc1ccncc1)c1csc([C@@H]2C[C@H](O)[C@@H](CO)O2)n1	-2.8
O=C(Nc1ccccc1)N1CCN(C(=O)Nc2ccccc2)CC1	1.7
O=C(NCc1ccccc1)c1cc(C2CCCN(C(=O)c3cccs3)C2)on1 (stereo unspecified)	-0.2
O=C1CCSC2=C1SCc1sccc12	3.4

Later entries:
SMILES	NSD2 inh
S=c1[nH]nc(-c2cccc(Cl)c2)n1/N=C/c1ccco1	3.2
O=C(Nc1cccc(Cl)c1)c1ccc2sc([C@H]3C[C@H](O)[C@@H](CO)O3)nc2c1	-0.9
O=C(c1cc(C2CCCCN2S(=O)(=O)c2ccccc2)on1)N1CCOCC1 (stereo unspecified)	-1.8
COc1ccc(-c2cc(=O)oc3cc(OCC(=O)c4cccc([N+](=O)[O-])c4)ccc23)cc1	-0.3
C=CCNc1ncnc2c1ncn2[C@H]1CN(Cc2ccccc2)C[C@@H](CO)O1	-0.9
CCNc1nc(NC(C)C)nc(-c2ccncc2)n1	2.4
COCCCNc1ccn2nc(-c3cccc(OCc4ccccc4)c3)cc2n1	0.1
CCOC(=O)C1(C)CCN1C(=O)c1ccc(-c2ccccc2)cc1 (stereo unspecified)	-7.5
CC1(C(=O)NS(=O)(=O)c2cccc(F)c2)CCN1C(=O)c1ccco1 (stereo unspecified)	-1.6
S=C(SSC(=S)N1CCOCC1)N1CCOCC1	-7.5
Cc1ccccc1N(C)C(=O)Cn1nnc(-c2ccccc2F)n1	-2.3
CC(=O)c1cccc(-c2ccnc3c2CC(C(=O)NCc2ccco2)O3)c1 (stereo unspecified)	-3.5
CCCC(=O)N1CCCC1(C)C(=O)Nc1cccc(OC(C)C)c1 (stereo unspecified)	0.9
CCCC(=O)N1CCC1(C)C(=O)Nc1ccc(C)c(C)c1 (stereo unspecified)	1.5
Cc1cccc(C(O)c2ncc(-c3ccc4ccccc4c3)[nH]2)c1C (stereo unspecified)	-0.1
CCN(CC)c1ccc(NC(=O)CSc2nc3ccccc3c(=O)n2-c2ccc(C)cc2)cc1	4.4
COC(=O)C1=C(C)OC(N)=C(C#N)C1c1cc2cccc(C)c2nc1Cl (stereo unspecified)	3.1
COc1ccc(Br)cc1C=NNC(=O)c1ccncc1	3.2
O=C1NC(=S)SC1=Cc1ccccc1C(=O)O	6.0
CN(C)c1ccc(-c2ccnc3c2CC(C)(C(=O)Nc2cccc(OC(F)(F)F)c2)O3)cc1 (stereo unspecified)	1.3
O=C1CC(N2CCOCC2)=NC(=O)N1c1ccc(Br)cc1	-1.8
Cc1ccc(Nc2ccc(C(=O)O)cc2N)cc1	7.0
COc1cc(NC(=O)Nc2nc(C(N)CCc3ccccc3)cs2)cc(OC)c1OC (stereo unspecified)	0.3
Cc1ccc(-n2c(SCC(=O)c3ccc(O)c(O)c3)nnc2-c2ccccc2)cc1	1.6
Cc1ccc(-n2[nH]c(C)c(C=Nc3ccc(S(=O)(=O)N4CCOCC4)cc3)c2=O)c(C)c1	3.2
O=C(NCCCN1CCN(c2ccc(F)cc2)CC1)Nc1ccc(Cl)cc1	3.6
NC(c1csc(Nc2ccccn2)n1)c1ccccc1Cl (stereo unspecified)	16.2
CCCC(=O)N1CCCC1(C)C(=O)Nc1ccc(OC(F)F)cc1 (stereo unspecified)	-0.8
CC(C)CNc1ncnc2c1ncn2[C@H]1CN(Cc2cccs2)C[C@@H](CO)O1	-1.4
CC(=O)Nc1ccc(S(=O)(=O)NC(CC(=O)NC2CCCCC2C)C(C)C)cc1 (stereo unspecified)	-1.3
Cc1cnc(CNC(=O)C2(C)CCCN2CC(C)C)cn1 (stereo unspecified)	0.8
COC(=O)c1ccc(-c2sc3nc(N4CCOCC4)c4c(c3c2N)CCCC4)o1	-1.7
COc1cccc(C(C)(O)c2nc(-c3cc(F)cc(F)c3)cs2)c1 (stereo unspecified)	-2.5
C(=CCSc1ccccn1)CSc1ccccn1	14.1
COc1ccc(CN=Nc2cc(C)nc(NS(=O)(=O)c3ccccc3Cl)n2)cc1	-0.3
Cc1ccc(NC(=O)CSc2nnc(-c3cccs3)o2)cc1S(=O)(=O)N(C)C	-1.9
CCOC(=O)C1CCN(C(=O)C(C)(C)NC(=O)Nc2ccc(OC)c(Cl)c2)CC1	-3.2
COc1cc(C(=O)N2CCCC(c3cc(C(=O)NCc4ccc(F)cc4)no3)C2)cc(OC)c1C (stereo unspecified)	-2.0
O=c1c(Cl)c(Cl)cnn1Cc1ccccc1Cl	3.3
CCOc1ccc2[nH]c3c(N4CCN(C(=O)c5ccco5)CC4)ncnc3c2c1	0.5
COc1ccc(CN2CCC2(C)C(=O)NCCNC(C)=O)c2ccccc12 (stereo unspecified)	-4.5
CC1(C(=O)NCc2ccc(Cl)cc2)CCN1C(=O)Cc1ccc(Cl)cc1Cl (stereo unspecified)	-3.6
Cc1cccc(-n2c(N)c(C(=O)NCCN3CCOCC3)c3nc4ccccc4nc32)c1	-6.1
CC(=O)Nc1cc(-c2ccc(N)cc2)cn2c(-c3cccc(C(F)(F)F)c3)cnc12	0.6
C=CCn1nc(C(=O)Nc2ccc(OC)cc2)cc1-c1sc(NC(=O)c2ccccc2)nc1C	-2.3
Nn1c(SCc2cccc3ccccc23)nnc1-c1n[nH]c2c1CCC2	5.5
CCCS(=O)(=O)NC(=O)C1(C)CCCN(C(=O)c2cc(-c3cccs3)oc2C)C1 (stereo unspecified)	2.8
CC(=O)Nc1cccc(-c2ccnc3c2CC(C)(C(=O)NC(C)C)O3)c1 (stereo unspecified)	6.5
COc1cc(NC(=O)c2ccc(-c3ccc(F)c(F)c3)c3ccoc23)cc(OC)c1OC	-2.0
O=C1Nc2cc(C(=O)N3CCN(c4ccccc4F)CC3)ccc2NC1CSCc1ccccc1F (stereo unspecified)	-4.5

Remaining list, next part.
SMILES	NSD2 inh
CCOC(=O)C1(Cc2ccccc2)CCN(Cc2ccnc3ccccc23)CC1	5.6
CC(C)N1CCCC(C)(C(=O)Nc2nc3ccccc3[nH]2)C1 (stereo unspecified)	3.6
COc1ccc(C(NC(=O)C2CCN(CCCc3ccccc3)CC2)c2ccccn2)cc1 (stereo unspecified)	1.8
COc1ccccc1-c1csc(C(O)c2cccc(Cl)c2)n1 (stereo unspecified)	0.3
COc1ccc(CCNC(=O)Cn2nc(-c3ccccc3)ccc2=O)cc1	2.6
CNC(=O)OCc1snc(-c2ccccc2)c1COC(=O)NC	1.8
CCCNC(=O)C1(C)CCCN(Cc2csc(-c3ccccc3)n2)C1 (stereo unspecified)	0.5
CC(=O)NCCNC(=O)C1(C)Cc2c(-c3cccc(C(F)(F)F)c3)ccnc2O1 (stereo unspecified)	0.4
Cc1[nH]c(=O)[nH]c(=O)c1/C=N\NC(=O)CCc1ccc(OC(C)C)cc1	-0.3
Cn1nccc1-c1ccc(C(=O)Nc2cccc(NS(C)(=O)=O)c2)c2occc12	-3.2
Cc1cc(NS(=O)(=O)c2ccc(NC(=O)CSc3nnc(-c4ccc(C(C)(C)C)cc4)n3Cc3ccco3)cc2)nc(C)n1	6.1
CCc1nc2ccc(C(=O)N(C)CCCN(C)C)cn2c1N(C)C(=O)C1CCCCC1	0.9
COc1ccccc1N/C=C1/Sc2cc(Cl)ccc2NC1=O	1.9
CC1(Cc2ccc(F)cc2)C(=O)Nc2c(Cl)cccc21 (stereo unspecified)	-0.9
C/C(=N\NC(=O)Cc1cc(=O)[nH][nH]1)c1ccc([N+](=O)[O-])cc1	-23.0
Cc1cc(C(=O)N2CCC2(C)C(=O)NCCC#N)nn1C (stereo unspecified)	-0.1
CCCCC1(CC)COC(c2ccccc2)OC1 (stereo unspecified)	-1.1
CCCNC(=O)C1(C)CCN(Cc2csc3ccccc23)C1 (stereo unspecified)	0.6
CC(C)NC(=O)C1(C)CCCN1Cc1ccccc1C#N (stereo unspecified)	-1.1
COCCNC(=O)C1CCCN(Cc2ccccc2F)CC1 (stereo unspecified)	6.1

Compound activity as filed in PubChem.
